# High-throughput results deposited in PubChem BioAssay by Fisher Drug Discovery Resource Center.
# mcGAS inh – blocks mouse cGAS activity; 160,000 tested, 0.15% active; recombinant cGAS, Kinase-Glo ATP depletion luminescence; Q8C6L5; inhibition, % at 12.5 µM;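 further: 0% = negative control wells and 100% = reference inhibitor with no enzyme activity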
# NPYLR7 agonist – activates Aedes aegypti NPYLR7 receptor; HEK293T NPYLR7/Galpha15, GCaMP6s calcium fluorescence; activation, % at 10 µM; 270,000 tested, 0.15% active; in the data active means activation above about 40%;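 further: 0% = vehicle and 100% = reference agonist at the receptor; some compounds past the cut are filed as inactive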
# hcGAS inh – inhibitors of human cGAS; Q8N884; recombinant h-cGAS, ATP depletion, Kinase-Glo luminescence; inhibition, % at 12.5 µM; 290,000 tested, 0.081% active; AID 1259398;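 further: 0% = vehicle reaction and 100% = reaction without DNA for no activity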
# Target sequence (Q8N884 whole entry, looked up): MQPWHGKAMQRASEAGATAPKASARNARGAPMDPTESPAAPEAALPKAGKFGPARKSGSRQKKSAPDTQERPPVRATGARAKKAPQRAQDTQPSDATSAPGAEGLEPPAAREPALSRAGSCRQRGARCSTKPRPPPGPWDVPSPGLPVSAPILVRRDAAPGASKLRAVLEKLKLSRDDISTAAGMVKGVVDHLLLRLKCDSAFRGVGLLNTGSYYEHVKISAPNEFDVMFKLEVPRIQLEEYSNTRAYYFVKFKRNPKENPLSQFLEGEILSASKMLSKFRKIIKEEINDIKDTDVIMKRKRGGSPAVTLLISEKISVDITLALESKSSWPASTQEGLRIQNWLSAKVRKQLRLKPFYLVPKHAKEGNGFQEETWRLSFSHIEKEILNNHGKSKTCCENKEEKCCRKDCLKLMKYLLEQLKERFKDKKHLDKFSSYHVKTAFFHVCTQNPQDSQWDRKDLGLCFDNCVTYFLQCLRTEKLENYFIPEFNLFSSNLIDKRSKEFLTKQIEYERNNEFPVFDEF
# An asterisk follows results filed as active; / = not tested or not shown; & = joins results of further samples. Unless noted, no stated cut-off is given here; in the data, active means inhibition above about 40%; inactive means the rest. Compounds were not picked by outcome. About 0.29% of those tested had a hit in this group.
1: COc1cc(C=NNC(=O)CCn2cnc(-c3ccccc3)c2-c2ccccc2)ccc1O
2: O=C(C(=O)N1CCC(N2CCCC(C(=O)N3CCOCC3)C2)CC1)c1ccco1 (stereo not given)
3: O=C(NCc1ccc(F)cc1)C(NS(=O)(=O)c1ccccc1)C1CCN(C(=O)c2cccc(F)c2)CC1 (stereo not given)
4: O=c1c(-c2ccccc2)[n+]([O-])c2ccccc2n1OCc1ccccc1[N+](=O)[O-]
5: O=C(CC(c1cccc(F)c1)c1c[nH]c2ccccc12)N1CCCC1 (stereo not given)
6: COc1cc2c(cc1O)C(=O)CC1C(C)(C)C(=O)CCC21C (stereo not given)
7: CCN1CCc2cc(OC)c(OC)cc2C1C(NC(=O)c1ccc(Cl)cc1)C(C)C (stereo not given)
8: O=C(C(O)c1ccccc1)N1N=C(c2ccccc2)CC1(O)C(F)(F)F (stereo not given)
compound no.	1	2	3	4	5	6	7	8
mcGAS inh	-7	/	1	/	-6	-7	-5	-7
NPYLR7 agonist	0	15	-2	-2	1	-8	-3	2
hcGAS inh	-10	-2	-3	-5	-1	1	0	-20

# Compounds from the list above that have a carbonyl joined to an NH by a bond outside any ring (3):
1: COc1cc(C=NNC(=O)CCn2cnc(-c3ccccc3)c2-c2ccccc2)ccc1O
3: O=C(NCc1ccc(F)cc1)C(NS(=O)(=O)c1ccccc1)C1CCN(C(=O)c2cccc(F)c2)CC1 (stereo not given)
7: CCN1CCc2cc(OC)c(OC)cc2C1C(NC(=O)c1ccc(Cl)cc1)C(C)C (stereo not given)
compound no.	1	3	7
mcGAS inh	-7	1	-5
NPYLR7 agonist	0	-2	-3
hcGAS inh	-10	-3	0

# (next part)
9: COc1ccccc1C(=O)N1CCC(C(NC(=O)c2ccccc2Cl)C(=O)NCC(C)C)CC1 (stereo not given)
10: COc1ccc(N2CCN(S(=O)(=O)c3ccc(Cl)cc3)C(C)C2=O)cc1 (stereo not given)
11: COc1cccc(COc2coc(CN3CCCN(C(=O)c4ccc(C#N)cc4)CC3)cc2=O)c1
12: CCc1ccc(C2N3CC4(C)CN2CC(C)(C3)C4O)cc1 (stereo not given)
13: Cc1nn2c3ccccc3nc2c2ccccc12
14: O=C(Nc1cccc([N+](=O)[O-])c1)Oc1ccccc1
15: Cc1c(N2CCOCC2)c(C)n(Cc2ccc(F)cc2)c1C(=O)Nc1ccc(C(C)C)cc1
16: CCc1nc(N(CCC(=O)NCc2cccc(C(F)(F)F)c2)C(C)C)c2ccc(Cl)cc2n1
compound no.	9	10	11	12	13	14	15	16
mcGAS inh	-4	-6	-9	/	-3	/	-5	-8
NPYLR7 agonist	-1	8	31	0	-1	13	25	4
hcGAS inh	-5	-6	-9	-7	9	-9	-5	-6

17: CCc1ccccc1NC(=O)N1CCN(c2cc(Oc3ccc(C)cc3OC)ncn2)CC1
18: COC(=O)c1c2c(nc3c1c(C)nn3C1CCS(=O)(=O)C1)CCC2 (stereo not given)
19: COCC(=O)N1CCC2(CC1)NC(=O)c1cccc(C)c1N2
20: CC1(C)Cc2cccc(Oc3nc4ccccc4o3)c2O1
21: CC(C)(C)c1ccc2oc(=O)n(C3CCN(C(=O)c4ccc5nonc5c4)CC3)c2c1
22: COc1ccc(N2CC(NC(=O)NN3CCOCC3)CC2=O)cc1 (stereo not given)
23: CNc1nc2cnc(Nc3cccc(Cl)c3)cc2n1-c1ccccc1
24: CN(C(=O)NC1(C)CCS(=O)(=O)C1)C1(C)CCS(=O)(=O)C1 (stereo not given)
compound no.	17	18	19	20	21	22	23	24
mcGAS inh	-8	/	5	/	-5	-9	-8	/
NPYLR7 agonist	16	10	-5	-4	5	-2	13	11
hcGAS inh	-4	-9	5	-6	-5	-3	-6	-6

25: Cc1nn(S(=O)(=O)N(C)C)c(C)c1C
26: CCOc1c(C)cnc2c1c(=O)n(CC(=O)OC)c(=O)n2C
27: O=C(O)C1CCCN(c2nc(Cc3ccc(Cl)cc3)ns2)C1 (stereo not given)
28: COP1(=S)C(=C2N(C)c3ccccc3C2(C)C)C=Nc2c1c(C)nn2-c1ccccc1 (stereo not given)
29: O=C(Nc1ccc(F)cc1F)N1CCN(c2nc(-c3cccnc3)nc3ccccc23)CC1
30: O=C(NC1(C(F)(F)F)C(=O)Nc2c1c(=O)[nH]c(=S)n2CCc1ccccc1)c1ccccc1 (stereo not given)
31: Cc1cccc(CN2CCCC(CNC(=O)c3ccc(-c4ccccc4)cc3)C2)n1 (stereo not given)
32: CC(C)NC(=O)NCCc1ccc(NC(=O)c2cccc(SC(F)F)c2)cc1
compound no.	25	26	27	28	29	30	31	32
mcGAS inh	/	-6	/	/	-6	/	/	1
NPYLR7 agonist	1	4	-4	6	16	-9	13	-6
hcGAS inh	-3	-7	-2	-13	-6	0	-11	-9

33: O=C(CN1C(=O)NC2(CCCCC2)C1=O)NCCCCc1ccccc1
34: CN(C(=O)CN1C(=O)NC(C)(C2CC2)C1=O)C1CCS(=O)(=O)C1 (stereo not given)
35: Cc1cc(C)cc(COc2coc(CN3CCN(S(=O)(=O)c4c(F)cccc4F)CC3)cc2=O)c1
36: CCOCCCN(Cc1nc(C(=O)OCC)cs1)C(=O)Nc1ccc(OC)cc1OC
37: N[C@@H]1c2ccccc2C2(CCN(C(=O)c3cccnc3)CC2)[C@H]1O
38: CC(c1ccon1)N(C)C(=O)c1cc(-c2ccncc2)nc2ccccc12 (stereo not given)
39: Cc1ccc(C2(O)CCN(C(=O)C(=O)c3ccco3)CC2)nc1
40: Cc1cc(C)nc(SCCCn2c(N3CCCC3)nc3c2c(=O)[nH]c(=O)n3C)n1
compound no.	33	34	35	36	37	38	39	40
mcGAS inh	/	/	-6	-4	-8	-13	-19	/
NPYLR7 agonist	21	0	22	23	1	-1	2	3
hcGAS inh	-7	-2	-12	1	-1	-3	-2	-4

41: O=C(Nc1ccc(Cl)c(-c2nc3ccccc3o2)c1)c1ccc(Cl)c(Cl)c1
42: CC1(C)N=C(N)N=C(N)N1c1ccccc1
43: CC(C)(C)C1CCC(NC(=O)c2cccnc2Oc2cccc([N+](=O)[O-])c2)CC1 (stereo not given)
44: Cc1ccc(-n2c(C)ccc2C)c(C(=O)NC2CCN(S(C)(=O)=O)CC2)c1
45: COc1ccc(CCNC(=O)Cn2cnc([N+](=O)[O-])n2)cc1OC
46: Cc1nc2ccc(Nc3nc4cc(Cl)ccc4o3)cc2s1
47: O=C(O)CN1C(=O)/C(=C\c2cc(Br)ccc2O)SC1=S
48: CNC(=O)c1sc2nc(-c3cccc(Oc4ccccc4)c3)[nH]c(=O)c2c1C
compound no.	41	42	43	44	45	46	47	48
mcGAS inh	-5	/	-2	-1	-1	/	4	-11
NPYLR7 agonist	26	2&11	8	1	-9	3	-5	5
hcGAS inh	-4	-4&-10	2	0	1	-8	-3	-6

# 4 compounds picked at random from those above, as already listed:
48: CNC(=O)c1sc2nc(-c3cccc(Oc4ccccc4)c3)[nH]c(=O)c2c1C
42: CC1(C)N=C(N)N=C(N)N1c1ccccc1
43: CC(C)(C)C1CCC(NC(=O)c2cccnc2Oc2cccc([N+](=O)[O-])c2)CC1 (stereo not given)
41: O=C(Nc1ccc(Cl)c(-c2nc3ccccc3o2)c1)c1ccc(Cl)c(Cl)c1
compound no.	48	42	43	41
mcGAS inh	-11	/	-2	-5
NPYLR7 agonist	5	2&11	8	26
hcGAS inh	-6	-4&-10	2	-4

# (more compounds)
49: CC(=O)Nc1cccc(C(=O)OCC(=O)c2ccco2)c1
50: COCCN(CC(=O)N(CCc1c[nH]c2ccccc12)Cc1ccccc1OC)C(=O)c1ccc([N+](=O)[O-])cc1
51: O=c1[nH]c(CN2CCC3(CC2)OCCO3)nc2ccc(Cl)cc12
52: COc1ccc(OC)c(-c2ccc(SC)nn2)c1
53: COc1ccc(F)cc1CN1CC[C@@](C)(O)[C@@H](Cc2ccccc2)C1
54: O=C(O)C1CCCOC1c1ccccc1 (stereo not given)
55: CCc1ccc(C(=O)Nc2ccc(N3CCN(c4ccccc4OC)CC3)c(C(=O)NC3CCCCC3)c2)cc1
56: CCN(CC)S(=O)(=O)c1ccc(N2CCCCC2)c(NC(=O)COC(=O)C2CCCCC2)c1
compound no.	49	50	51	52	53	54	55	56
mcGAS inh	-6	-5	-7	/	/	-4	-5	-8
NPYLR7 agonist	-6	-4	8	-1	6	13	19	0
hcGAS inh	2	-17	-12	0	-2	-8	-6	-10

# The last two entries of the section before are carried over, then new ones follow.
55: CCc1ccc(C(=O)Nc2ccc(N3CCN(c4ccccc4OC)CC3)c(C(=O)NC3CCCCC3)c2)cc1
56: CCN(CC)S(=O)(=O)c1ccc(N2CCCCC2)c(NC(=O)COC(=O)C2CCCCC2)c1
57: CC(C)C(NC(=O)Cc1ccccc1)C(=O)NCc1ccc2c(c1)CCS2(=O)=O (stereo not given)
58: O=C(CCC1CCN(C(=O)c2ccc(F)cc2)CC1)N1CCC(Cc2ccccc2)CC1
59: Cc1ccc(Cn2ncc3c(N4CCN(CCOc5ccc(C)cc5)CC4)ncnc32)cc1
60: Cc1cc(C(=O)N2CCOC(COc3ccccc3)C2)no1 (stereo not given)
61: Cc1cccc(OC2CCN(Cc3ccc(S(C)(=O)=O)cc3)CC2)c1
62: CC(C)n1cc(C(=O)NCC2CCCCC2)c(=O)c(C(=O)N2CCN(C(=O)c3cccs3)CC2)c1
63: Brc1ccc(-c2cn3ccccc3n2)cc1
64: CS(=O)(=O)NCCCn1nc(-c2ccccc2)ccc1=O
compound no.	55	56	57	58	59	60	61	62	63	64
mcGAS inh	-5	-8	/	-10	-3	-4	/	-9	/	/
NPYLR7 agonist	19	0	5	13	0	9	-1	11	2	-1
hcGAS inh	-6	-10	-8	-7	-12	-9	2	-3	-8	0

# Arranged by molecular weight (highest first): some entries from above.
59: Cc1ccc(Cn2ncc3c(N4CCN(CCOc5ccc(C)cc5)CC4)ncnc32)cc1
57: CC(C)C(NC(=O)Cc1ccccc1)C(=O)NCc1ccc2c(c1)CCS2(=O)=O (stereo not given)
61: Cc1cccc(OC2CCN(Cc3ccc(S(C)(=O)=O)cc3)CC2)c1
compound no.	59	57	61
mcGAS inh	-3	/	/
NPYLR7 agonist	0	5	-1
hcGAS inh	-12	-8	2

# Next part
65: CCc1cc(C(=O)N(C2CCCCC2)C2CCCCC2)no1
66: CCOC(=O)N1CCN(C(=O)c2csc(CSc3nnc(-c4ccccc4Cl)n3-c3ccccc3F)n2)CC1
67: CC(NC(=O)c1ccc(S(=O)(=O)N(C)C)cc1)C(=O)O (stereo not given)
68: Nc1ccc(S(=O)(=O)NCC(F)(F)F)cc1
69: COC(=O)C1=C(C)NC(=O)NC1c1ccc(N(C)C)cc1 (stereo not given)
70: CCN(CC)/C(=C/C#N)c1ccc(F)cc1
71: Cc1nn(Cc2ccc(C(=O)Nc3cc(C(F)(F)F)ccc3F)o2)c(C)c1[N+](=O)[O-]
72: NC(=O)C1CCN(c2csc3ccccc3c2=O)CC1
compound no.	65	66	67	68	69	70	71	72
mcGAS inh	-5	3	/	/	/	0	/	-6
NPYLR7 agonist	/	-13	2	5	11	-6	11	3
hcGAS inh	-12	3	-8	-6	1	-2	1	-5

73: COc1cccc(CSc2nnc(CNC(=O)COc3ccc(Cl)cc3)n2-c2ccc(Cl)cc2Cl)c1
74: COc1cccc(Nc2ncnc3[nH]ncc23)c1
75: N#Cc1ccc(CN2Cc3ccccc3CC2C(N)=O)c(F)c1 (stereo not given)
76: CC1CCc2c(sc3nc(SCC(=O)N(C)C)n(-c4ccccc4)c(=O)c23)C1 (stereo not given)
77: CC(C)COc1nc(-c2ccccc2F)n(-c2ccc(N)cc2)n1
78: COCC(=O)N1CCCC(OCCOc2ccccc2)C1 (stereo not given)
79: COc1cccc(Cn2nc(C)c3c(NC(=O)C(C)OC)[nH]nc32)c1 (stereo not given)
80: Cc1ccccc1C(=O)Nc1ccnn1C1CCN(C(=O)CCc2c(C)noc2C)CC1
compound no.	73	74	75	76	77	78	79	80
mcGAS inh	1	/	/	-8	-8	-4	/	-4
NPYLR7 agonist	-5	20	14	1	-3	5	1	10&11
hcGAS inh	2	-15	-17	-4	-12	-5	-10	-4&-4

81: O=C(c1cc(F)c(F)c(F)c1F)N1CCOC(COc2ccc3c(c2)CCCC3)C1 (stereo not given)
82: Cc1occc1CN(C)C(=O)C1CCCN1C(=O)NC1CCCCC1 (stereo not given)
83: COc1ccc(CCCNC(=O)C2Cc3c(-c4ccc5c(c4)OCO5)ccnc3O2)cc1 (stereo not given)
84: CC(C)[C@H]1CC[C@H](C)C[C@@H]1OCC(=O)NCCSC1Sc2ccccc2NC1=O (stereo not given in full)
85: NC(=NCCC1CCCO1)N1CCN(c2nccs2)CC1 (stereo not given)
86: O=C1COc2ccc(S(=O)(=O)N3CCCC3c3ccccn3)cc2N1 (stereo not given)
87: Cc1cccc(CN(CC(O)COc2ccccc2)C2CC2)c1 (stereo not given)
compound no.	81	82	83	84	85	86	87
mcGAS inh	/	/	-8	-4	/	/	-4
NPYLR7 agonist	28	1	-3	-5	22	14	24
hcGAS inh	-5	-6	-5	-5	-2	-4	-3
